SRC1 inh – human NCOA1 inhibition; HEK293 GAL4-SRC1 luciferase reporter, luminescence; inhibition, % at 3.6 µM; 0.12% of 360,000 active;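 active = inhibition above the campaign mean plus 3 SD, with each screening campaign given its own cutoff, cut at about 60% in these data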;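 note: 0% = DMSO treated cells and 100% = gossypol at 36 µM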
Target sequence (Q15788 whole entry, looked up, the tested form may be a part): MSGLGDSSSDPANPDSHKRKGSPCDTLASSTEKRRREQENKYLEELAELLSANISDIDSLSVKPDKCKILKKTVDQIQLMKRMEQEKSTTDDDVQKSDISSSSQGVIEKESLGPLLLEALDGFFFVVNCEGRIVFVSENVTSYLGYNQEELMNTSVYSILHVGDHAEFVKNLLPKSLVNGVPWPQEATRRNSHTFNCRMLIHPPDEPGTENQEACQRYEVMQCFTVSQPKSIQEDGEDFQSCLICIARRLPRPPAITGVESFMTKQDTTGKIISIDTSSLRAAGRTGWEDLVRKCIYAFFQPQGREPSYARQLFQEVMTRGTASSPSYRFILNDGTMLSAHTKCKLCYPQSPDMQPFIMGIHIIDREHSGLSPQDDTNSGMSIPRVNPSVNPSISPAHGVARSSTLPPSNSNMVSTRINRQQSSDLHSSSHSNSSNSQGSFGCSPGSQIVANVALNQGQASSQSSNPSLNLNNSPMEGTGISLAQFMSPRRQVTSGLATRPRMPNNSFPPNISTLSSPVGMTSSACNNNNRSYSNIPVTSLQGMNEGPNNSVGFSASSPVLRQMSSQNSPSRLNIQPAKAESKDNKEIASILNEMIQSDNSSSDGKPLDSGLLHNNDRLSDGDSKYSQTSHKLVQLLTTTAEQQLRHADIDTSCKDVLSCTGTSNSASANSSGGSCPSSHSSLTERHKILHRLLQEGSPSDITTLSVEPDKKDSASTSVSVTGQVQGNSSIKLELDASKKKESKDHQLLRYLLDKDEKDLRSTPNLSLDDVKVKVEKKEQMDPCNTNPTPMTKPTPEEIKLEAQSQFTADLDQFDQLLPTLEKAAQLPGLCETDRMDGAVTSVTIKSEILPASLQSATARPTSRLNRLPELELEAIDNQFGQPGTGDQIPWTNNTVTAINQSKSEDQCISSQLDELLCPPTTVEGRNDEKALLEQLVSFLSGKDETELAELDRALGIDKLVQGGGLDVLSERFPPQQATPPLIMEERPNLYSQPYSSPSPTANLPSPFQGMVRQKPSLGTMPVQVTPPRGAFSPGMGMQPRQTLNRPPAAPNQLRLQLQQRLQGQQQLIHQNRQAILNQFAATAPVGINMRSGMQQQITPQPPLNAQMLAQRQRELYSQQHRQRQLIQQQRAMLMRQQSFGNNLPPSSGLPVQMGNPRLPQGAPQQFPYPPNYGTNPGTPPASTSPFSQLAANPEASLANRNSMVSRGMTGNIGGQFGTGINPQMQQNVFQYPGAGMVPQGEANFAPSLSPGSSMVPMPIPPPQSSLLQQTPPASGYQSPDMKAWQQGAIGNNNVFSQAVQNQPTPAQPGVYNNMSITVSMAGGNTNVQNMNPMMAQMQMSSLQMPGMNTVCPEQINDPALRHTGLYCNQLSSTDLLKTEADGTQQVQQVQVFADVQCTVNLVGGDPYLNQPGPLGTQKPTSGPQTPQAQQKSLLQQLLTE
NR5A2 inv ag – inverse agonists of human LRH-1 (NR5A2). O00482. HEK293T StAR-luciferase reporter, LRH-1 transfected, 24 h. inhibition, % at 3.6 µM. 0.13% of 360,000 active;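 active = inhibition above the mean inhibition of all tested compounds plus 3 SD, cut at about 73% in these data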;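 note: 0% = DMSO wells and 100% = reporter-only cells lacking LRH-1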
CF NFkB inh – cystic fibrosis NF-kB activation inhibition | inhibition, % at 5 µM | 0.86% of 360,000 active | KKLEB NF-kB-GFP reporter, PAF-induced, GFP fluorescence overnight | AID 588850;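 active = at least 50% inhibition at 5 µM, scaled per plate between neutral and stimulator controls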;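 note: PAF is a Pseudomonas aeruginosa culture filtrate used as stimulus; plate controls were PAF-stimulated DMSO wells for no effect and unstimulated DMSO wells for full effect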
NR2F2 inh – NR2F2 (human) inhibition, primary screen; inhibition, % at 8.6 µM; HEK293T NGFI-A luciferase reporter, luminescence; 0.7% of 370,000 active; P24468; AID 686940;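 active = inhibition above a per-plate cutoff, mean inhibition of test wells between control levels plus 3 SD, cut at about 38% in these data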;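 note: cells cotransfected with COUP-TFII expression vector driving the NGFI-A reporter; 0% = median of COUP-TF2 test wells and 100% = reporter-only cells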
EBV LMP1 NFkB – inhibitors of Epstein-Barr LMP1-induced NF-kappaB reporter; AID 504558; 0.69% of 350,000 active; inhibition, % at 12.5 µM; LMP1-induced NF-kappaB luciferase reporter cells, luminescence; in the data active = inhibition above about 41%;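 note: 0% = neutral control wells and 100% = reference inhibitor control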
TROY NFkB inh – TROY signaling inhibition | 0.98% of 360,000 active | inhibition, % at 10 µM | Q293 LMP1-TROYcd NF-kB luciferase reporter, 4 h;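 active = compounds whose plate-normalised and pattern-corrected inhibition of the luciferase reporter signal at the single screening dose is 50% or more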
TWEAK-Fn14 inh – inhibitors of TWEAK-Fn14 interaction signaling; inhibition, % at 10 µM; 2% of 360,000 active; TWEAK-stimulated Fn14 reporter cells, luciferase luminescence, 8 h; in the data active = inhibition above about 50%
KKLEB cytotox – CF airway cell cytotoxicity counter-screen; KKLEB CF airway cells viability, ATPlite luminescence, overnight; hits give low values; cells stimulated with P. aeruginosa culture filtrate; activity change (cytotoxicity), % at 5 µM; 0.36% of 360,000 active; AID 602141;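 active = corrected activity change at or below -50% at 5 µM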
Shn3 inh set2 – Schnurri-3 reporter inhibition in Clone20 osteoblasts. AID 588674. 0.52% of 360,000 active. inhibition, % at 12.5 µM. Clone20 osteoblast Shn3 3'UTR firefly luciferase, 24 h;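 active = mean inhibition of at least 75% with every replicate also reaching 75%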;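 note: 0% = median of neutral control wells and 100% = pilot-screen positive control compound; some compounds past the cut are filed as inactive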
NCOA3 inh – inhibits human SRC3 coactivator. HEK293 GAL4-SRC3 luciferase reporter, luminescence. inhibition, % at 3.6 µM. 0.17% of 360,000 active. Q9Y6Q9. AID 588352;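 active = inhibition above a per-campaign cutoff, the mean of all compounds plus 3 SD, cut at about 60% in these data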;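 note: 0% = DMSO-treated cells and 100% = gossypol-treated cells at 36 µM; higher means less SRC3-driven luciferase light from the GAL4 reporter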
C8 TRAIL sens – sensitizes caspase-8 expressing cells to TRAIL. NB7+C8 cells + TRAIL, ATPlite viability luminescence. inhibition (viability loss, TRAIL sensitization), % at 10 µM. 1% of 360,000 active. AID 624354;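 active = compounds causing at least 50% loss of cell viability in the single-dose screen, relative to plate controls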
Starred values were filed as active, the others as inactive; x = not tested or not shown. The list is partial (hit frequency here may not be typical).

SMILES | SRC1 inh | NR5A2 inv ag | CF NFkB inh | NR2F2 inh | EBV LMP1 NFkB | TROY NFkB inh | TWEAK-Fn14 inh | KKLEB cytotox | Shn3 inh set2 | NCOA3 inh | C8 TRAIL sens
COCCNC(=O)c1ccc(C)cc1C | -2 | -2 | 6 | -1 | 3 | -12 | -10 | 10 | 5 | 14 | -1
CCc1c(C)sc(NC(=O)c2ccco2)c1C(=O)N1CCOCC1 | 16 | 5 | -5 | 8 | 1 | -22 | -9 | 15 | -2 | 11 | 0
Cc1sc(NC(=O)c2cccs2)c(C(=O)OC(C)C)c1C | -5 | 5 | -4 | -48 | 8 | -16 | -2 | 5 | -3 | 14 | 8
Cc1ccccc1N1CC(C(=O)N2CC(C)OC(C)C2)CC1=O (stereo not given) | 12 | 7 | -3 | 2 | -2 | 2 | 6 | 4 | 1 | -1 | -1
CCOc1ccc(/C=N/NC(=O)c2ccccc2C)cc1CN1CC2CC(C1)c1cccc(=O)n1C2 (stereo not given) | -2 | -12 | -7 | 2 | -3 | -4 | 8 | 0 | -1 | 11 | 1
CC(O)CNCCOc1ccccc1-c1ccccc1 (stereo not given) | -9 | -2 | -2 | 7 | -6 | -12 | -17 | 5 | 2 | 1 | 1
COc1ccc(C(=O)CSc2nc(C)cc(=O)[nH]2)cc1C | -10 | -10 | -11 | 17 | 2 | 8 | 0 | 4 | 12 | -11 | -6
CCCOc1ccc(Br)cc1/C=N/NC(=O)c1cc(OC)c(OC)c(OC)c1 | -46 | 8 | 5 | 9 | 2 | -1 | 35 | -6 | -1 | 11 | 10
Cc1cc(C(=O)N2CCC2(C)C(=O)NS(=O)(=O)c2ccc(Cl)cc2)nn1C (stereo not given) | -10 | 21 | 6 | 8 | x | 9 | 19 | -4 | -4 | 8 | 1
O=C(NCCc1cccc(F)c1)[C@@H]1CSC2c3ccccc3C(=O)N21 (stereo not given in full) | -5 | -5 | 12 | 5 | -1 | 22 | 9 | 8 | 8 | -2 | 0
O=C(NCc1ccco1)c1ccc2c(c1)OCCO2 | -5 | -10 | 26 | -20 | -14 | -31 | -1 | -13 | -25 | 4 | 6
CCC1CCCCN1C(=O)COC(=O)c1ccc(S(=O)(=O)N2CCOCC2)cc1 (stereo not given) | 7 | 5 | 6 | 12 | 1 | 5 | 15 | -9 | -10 | 0 | -9
Cc1ccccc1OCc1nc2c3c(ncn2n1)-c1ccccc1CC31CCCC1 | -7 | -6 | 14 | 7 | 0 | 10 | 25 | -4 | 22 | 12 | 5
O=C(CCC(=O)NC1CCCCCCC1)Nc1nnc(C(F)(F)F)s1 | 2 | 21 | -1 | -14 | -11 | 13 | 13 | -1 | -1 | 10 | -5
CC(C)CC1C(=O)N(Cc2cn(CCC3OCCCO3)nn2)CCS(=O)(=O)N1Cc1ccc(-c2ccncc2)cc1 (stereo not given) | 1 | 9 | 17 | 2 | -9 | -10 | -13 | -8 | -16 | -1 | -7
Nc1ccn(C2C=CC(CO)O2)c(=O)n1 (stereo not given) | x | 10 | x | 1 | x | -16 | -10 | x | x | x | -21
CC[C@]12c3[nH]c4ccc(Cl)cc4c3CCN1C(=O)[C@@H](CC(=O)NCCC1=CCCCC1)C[C@@H]2C(=O)N1CCN(C(=O)c2ccco2)CC1 | -9 | -45 | 10 | 23 | 0 | 17 | 29 | -13 | 1 | 7 | 24
Cc1ccc(SCCC(=O)Nc2cc(C)on2)cc1 | 2 | 9 | -16 | 20 | -4 | -2 | -7 | 4 | 14 | 13 | -1
Cc1cccc(C)c1OCc1cc(C(=O)N2CCCC2c2nonc2C)no1 (stereo not given) | -18 | -21 | 29 | -2 | 0 | -11 | -20 | -3 | -5 | -2 | -3
Cc1ccc(S(=O)(=O)N2CCOCC2)cc1C(=O)NCc1ccc2c(c1)OCO2 | -37 | 6 | -22 | -6 | -7 | -6 | 0 | 12 | 1 | 15 | 35
Cc1ccc(-c2nc3ncccn3c2NC2CCCC2)o1 | 3 | 30 | 8 | 1 | 5 | 9 | -5 | 4 | -7 | -6 | 7
Cc1ccc2nc(-c3ccc(NC(=O)COC(=O)c4ccc(=O)[nH]c4)cc3)sc2c1 | -124 | -114 | 8 | -43 | 4 | -12 | 27 | -11 | 8 | -88 | 49
O=C(Nc1cccc(C(=O)O)c1)/C(=C\c1cccc([N+](=O)[O-])c1)NC(=O)c1ccc(Br)cc1 | -2 | -14 | -14 | -8 | -1 | -8 | -14 | -1 | -2 | 7 | -10
N=c1n(CCN2CCOCC2)c2ccccc2n1CC(=O)c1ccc(Cl)c(Cl)c1 | -9 | -1 | -16 | -21 | -9 | -9 | 18 | -9 | 18 | 5 | 11
COc1ccc(OC)c(C(=O)c2c(C)oc3cc([N+](=O)[O-])c(O)c([N+](=O)[O-])c23)c1 | 8 | -18 | 10 | 11 | 3 | 3 | -5 | 4 | -21 | -25 | -10
Cc1cc(C)n(CC(O)CN(c2cccc([N+](=O)[O-])c2)S(=O)(=O)c2ccccc2)n1 (stereo not given) | -30 | 9 | 3 | x | -15 | 11 | 3 | 9 | 14 | 7 | -1
Cc1nc(N2CCN(C)CC2)c2cc(-c3ccccc3)sc2n1 | -2 | 12 | -18 | 12 | 0 | -35 | -15 | -1 | 13 | 6 | -9
CCN1CCN(C(=O)/C=C/c2ccc(C(C)C)cc2)CC1 | 1 | -10 | 4 | -2 | 3 | -1 | -9 | -1 | 0 | -5 | -1
CCCCn1c(N)c(N(CC(C)C)C(=O)CSCC(=O)Nc2ccc(OC)cc2)c(=O)[nH]c1=O | 3 | 8 | -19 | 3 | 8 | -16 | -10 | 1 | 21 | -4 | -6
CCn1c(CSc2nccn2C)nc2cc(C(=O)O)ccc21 | -24 | 7 | 4 | x | -3 | 16 | -8 | 1 | -11 | 0 | -4
Cc1noc(C)c1NC(=O)Nc1ccc2c(c1)C(=O)N([C@@H](C)CO)C[C@@H](C)[C@@H](CN(C)Cc1ccc3c(c1)OCO3)O2 | 7 | 5 | -16 | -3 | 0 | -11 | 1 | 15 | 8 | 5 | 11
COc1ccc(Cc2c(-c3ccc(OC)c(OC)c3)nc3cc(C)c(Br)c(C)n23)c(C)c1 | x | -6 | x | 8 | x | -4 | 2 | x | x | x | 9
CCc1ccc(NC(=O)CN2CCC(C(=O)c3ccc(OC)cc3)CC2)cc1 | -5 | 12 | -3 | 13 | 2 | 14 | -18 | 3 | 11 | 12 | -14
CC(C)(Oc1ccc(Cl)cc1)C(=O)NCC(c1ccco1)N1CCCCC1 (stereo not given) | -4 | -6 | 4 | 20 | 0 | -8 | 6 | 8 | 72 | 1 | 10
CCn1c(CNC(=O)c2ccc(OC)cc2)nnc1SCC(=O)c1ccccc1 | -4 | 8 | -12 | 15 | -1 | -12 | -29 | 3 | 8 | 7 | -16
Cc1ccc(S(=O)(=O)CCC#N)cc1 | -52 | -25 | 0 | 16 | -6 | 9 | 11 | -8 | -5 | -6 | 9
CC(=O)NC12CC3CC(C1)CC(C(=O)N1CCN(S(=O)(=O)c4ccc(C(C)C)cc4)CC1)(C3)C2 | -1 | -2 | 0 | 6 | 1 | -12 | 0 | 2 | 9 | 12 | 1
COC(=O)CN(c1ccc(C(C)C)cc1)S(=O)(=O)c1c(C)[nH]c(=O)[nH]c1=O | 4 | 9 | -2 | 6 | -4 | 9 | -2 | -4 | 17 | 14 | 7
Cc1cccc(NC(=O)CNC(=O)c2cn(Cc3ccccc3)nc2-c2cccnc2)c1C | -35 | -2 | 17 | 10 | 1 | 4 | -12 | 2 | -3 | -9 | -1
COc1ccccc1NS(=O)(=O)c1cc(C(=O)NCCN2CCOCC2)ccc1Cl | -34 | 17 | -1 | 0 | -1 | 1 | 9 | 1 | 2 | 6 | -3
CCOC(=O)Cc1csc(SC(C)C(=O)NC2CCCCC2C)n1 (stereo not given) | -9 | 24 | -3 | 0 | 3 | -34 | 3 | 2 | -1 | 6 | 16
COc1ccc(Cc2nnc(SCC(=O)NC3CCCC3)o2)cc1 | -32 | 10 | 9 | 9 | -11 | 18 | 0 | -6 | -14 | 12 | -9
Cc1ccc(S(=O)(=O)NNC(=O)c2cc(C)cs2)cc1 | 5 | -2 | -3 | -10 | 2 | -3 | 4 | -1 | -5 | 18 | 6
COc1cc(NC(=O)Nc2nc(C(N)C(C)C)cs2)cc(OC)c1OC (stereo not given) | -4 | -19 | -19 | -9 | x | -1 | 25 | -6 | -8 | 2 | 12
CC1(C)C(C=C(Cl)Cl)C1C(=O)N1CCN(c2ccccc2)CC1 (stereo not given) | 7 | -16 | 12 | -9 | -11 | -5 | 3 | -13 | 3 | 4 | -2
Cc1ccc(N(C(=O)c2ccccc2Cl)C2=NC(C)CS2)c(C)c1 (stereo not given) | -12 | -4 | 12 | 0 | 11 | -25 | 34 | -9 | -30 | 8 | 0
O=C(NCc1ccc(F)cc1)c1cc(C2CCCCN2C(=O)c2cccs2)on1 (stereo not given) | -3 | 18 | -43 | 10 | x | -14 | -9 | 1 | 4 | -2 | 1
Cc1ccc(C)n1Cc1ccc(C(=O)O)cc1 | -1 | -11 | -2 | x | -3 | 3 | 16 | -20 | -7 | 4 | -6
COc1c(N)c2ccccc2[nH]c1=O | 7 | -3 | 5 | -32 | -3 | -12 | 6 | -2 | -7 | 16 | -23
COc1cccc(C(=O)c2cc3cc(Cl)ccc3[nH]2)c1 | -53 | -64 | 6 | -6 | -36 | -40 | -1 | 1 | -59 | -55 | 22
CCOC(=O)C1(Cc2ccccc2)CCN(Cc2nccn2CC)CC1 | -17 | 10 | -8 | -4 | 3 | 2 | 0 | -26 | 16 | 16 | 2
C[C@H]1CN([C@@H](C)CO)C(=O)c2cc(Br)cnc2O[C@H]1CN(C)C(=O)c1ccc2c(c1)OCO2 | 7 | 9 | 2 | 12 | -5 | -11 | 1 | -7 | -4 | -15 | -11
COc1ccc(Br)cc1[C@H]1[C@@H]2C=CCC[C@@]2(C)C(=O)N1Cc1ccccc1 | 1 | 15 | 38 | 0 | 1 | 30 | -6 | 11 | -5 | 6 | 5
COc1cc(OC)cc(C(=O)N(CCCN2C(=O)c3cccc4cccc(c34)C2=O)c2cccc(OC)c2)c1 | 21 | -6 | 18 | 5 | 18 | -5 | 23 | -22 | 15 | 24 | 11
CC(C)Nc1ccc(C(CC(N)=O)NC(=O)Cc2cccc3ccccc23)cc1[N+](=O)[O-] (stereo not given) | -16 | 8 | -11 | 1 | 18 | -11 | -6 | -14 | -2 | -2 | -15
COc1ccc(C(C)=O)cc1CN1C(=O)NC2(CCCCC2)C1=O | -12 | -6 | -16 | 9 | -5 | 8 | -24 | 1 | 10 | 3 | -7
O=C(Nc1scc(-c2ccccc2)c1C(=O)O)c1ccc(F)cc1 | -34 | -84 | 8 | -47 | 9 | -16 | 20 | -5 | 7 | -61 | 3
O=S(=O)(Nc1ccc2c3c(cccc13)CC2)c1ccccc1 | -1 | -17 | 22 | 0 | -8 | 2 | -15 | -9 | -3 | -13 | 11
O=C(CN1CCCCCC1)N/N=C/c1ccc(Cl)c(Cl)c1 | -28 | 5 | 11 | -16 | 0 | -24 | -5 | 2 | -7 | -3 | -6

Screening results from PubChem.
